# GAA850 FXN act: increases GAA850 frataxin promoter reporter activity; HEK293 lucGAA850 FXN promoter luciferase reporter, 24 h; percent of 10 µM SAHA response; activation, % at 6 µM; 0.56% of 360,000 active;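 active = activation above the average of all compounds screened plus 3 SD, cutoff fixed separately per campaign, cut at about 7.5% in these data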;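 also: 0% = DMSO wells and 100% = 10 µM SAHA wells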
# DAX1 inh-1: NR0B1 (DAX1) inhibition. P51843. HEK293 Gal4-DAX1 luciferase reporter, luminescence. inhibition, % at 6.75 µM. 0.99% of 340,000 active. AID 504766;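 active = inhibition above the mean over all tested compounds plus 3 SD, cut at about 4.2% in these data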;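 also: 0% = DAX1-transfected cells with DMSO and 100% = empty-vector control cells with DMSO; inhibition shows as a rise in luminescence from relieved DAX1 repression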
# Target sequence (P51843 207-470 limits assumed): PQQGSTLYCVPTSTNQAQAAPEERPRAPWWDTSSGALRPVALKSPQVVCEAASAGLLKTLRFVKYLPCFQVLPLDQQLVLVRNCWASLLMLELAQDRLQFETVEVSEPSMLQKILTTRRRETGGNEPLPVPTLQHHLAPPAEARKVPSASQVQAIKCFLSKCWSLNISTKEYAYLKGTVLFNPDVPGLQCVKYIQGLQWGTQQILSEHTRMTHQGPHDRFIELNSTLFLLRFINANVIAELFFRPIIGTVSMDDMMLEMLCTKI
# SMARCA2 activ: SMARCA2 function activation, primary screen; MG213 cells, MMTV-luciferase reporter, dexamethasone, overnight; activation, % at 9.1 µM; 1% of 370,000 active; in the data active = activation above about 7.8%;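 also: 0% = vehicle wells and 100% = reference activator wells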
# HGIII-sPLA2 inh: Inhibits HGIII-sPLA2 liposome hydrolysis, primary screen; QFRET BODIPY PC-A2 liposome hydrolysis, fluorescence; inhibition, % at 12.2 µM; 0.56% of 370,000 active; AID 743126;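 active = inhibition above mean plus 3 SD of compounds lying within the high and low control bounds, cut at about 19% in these data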;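 also: 0% = median of test compound wells and 100% = no enzyme DMSO wells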
# Target sequence (Q9NZ20 whole entry, looked up): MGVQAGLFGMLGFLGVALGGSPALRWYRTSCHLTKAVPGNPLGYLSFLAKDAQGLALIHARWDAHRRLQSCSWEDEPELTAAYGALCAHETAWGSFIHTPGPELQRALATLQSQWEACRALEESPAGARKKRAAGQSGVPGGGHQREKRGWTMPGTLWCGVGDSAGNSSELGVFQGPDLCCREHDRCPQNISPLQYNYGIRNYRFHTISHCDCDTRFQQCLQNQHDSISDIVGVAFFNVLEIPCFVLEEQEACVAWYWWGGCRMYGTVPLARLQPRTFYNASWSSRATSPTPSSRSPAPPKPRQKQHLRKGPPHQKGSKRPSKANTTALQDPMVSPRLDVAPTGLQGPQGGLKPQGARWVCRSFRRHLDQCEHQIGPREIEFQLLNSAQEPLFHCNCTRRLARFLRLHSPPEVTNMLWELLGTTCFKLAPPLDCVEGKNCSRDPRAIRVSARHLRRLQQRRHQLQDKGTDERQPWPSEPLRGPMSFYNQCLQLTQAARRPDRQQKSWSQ
# NPR2 activator: GC-B (human) receptor activation | 0.11% of 370,000 active | HEK293-GC-B cells, CNP EC30, cGMP TR-FRET; 0% at EC30 CNP, 100% saturating CNP | P20594 | activation, % at 10 µM;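 active = activation at 10 µM reaching about 35% in either raw or pattern-adjusted values, limit read from the data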
# DAX1 inh-2: inhibitors of DAX1 repression of SF-1 activated StAR promoter. HEK293T StAR-luciferase reporter, SF-1/DAX-1 repression relief. inhibition, % at 6.8 µM. 1.1% of 370,000 active. AID 652010;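 active = inhibition above the mean over all tested compounds plus 3 SD, cut at about 3.6% in these data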;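 also: 0% = DAX-1 cells with DMSO and 100% = cells lacking DAX-1 with DMSO; higher inhibition means more luminescence from relief of DAX-1 repression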
# hcDAF12 agonist: H. contortus DAF-12 activation, primary screen | HEK293 hcDAF-12 lit1-tk-luc reporter, luminescence; 0% DMSO, 100% Δ7-dafachronic acid | 1.4% of 370,000 active | activation, % at 6.8 µM;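 active = activation above the mean of all tested compounds plus 3 SD, cut at about 5.5% in these data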;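 also: 100% = response to 3 µM Δ7-dafachronic acid high control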
# hgDAF12 agonist: activates the H. glycines DAF-12 receptor ligand-binding domain | AID 687014 | 1.8% of 370,000 active | HEK293 GAL4-hgDAF12 UAS-luciferase reporter, agonist luminescence; normalized to butyrate control | activation, % at 6.8 µM;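 active = activation above a cutoff set at the mean of all screened compounds plus 3 SD, cut at about 10% in these data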;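 also: 0% = DMSO wells and 100% = sodium butyrate wells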
# ssDAF12 agonist: activators of S. stercoralis DAF-12 nuclear receptor; HEK293 ssDAF-12/GRIP1 lit1-tk-luc reporter, luminescence; % of 3 µM dafachronic acid response; activation, % at 6.8 µM; 1% of 370,000 active;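 active = activation above the mean over all tested compounds plus 3 SD, cut at about 0.9% in these data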;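 also: 0% = DMSO-only wells and 100% = 3 µM delta7-dafachronic acid wells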
# GC-A act: GC-A (human) enzyme activation; P16066; HEK293 GC-A cells, cGMP TR-FRET, EC30 ANP; 0% at EC30 ANP, 100% saturating ANP; activation, % at 10 µM; 0.14% of 370,000 active; in the data active = activation above about 40%
# proKLK7 act: proKLK7 (human) activation, primary screen; purified proKLK7, EDANS-DABCYL substrate fluorescence; 100% is mature enzyme control, 0% vehicle; P49862; 0.9% of 370,000 active; activation, % at 7 µM;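 active = activation above the mean of all tested compounds plus 3 SD, computed per campaign excluding outliers beyond control limits, cut at about 13% in these data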
# Target sequence (P49862 whole entry, looked up): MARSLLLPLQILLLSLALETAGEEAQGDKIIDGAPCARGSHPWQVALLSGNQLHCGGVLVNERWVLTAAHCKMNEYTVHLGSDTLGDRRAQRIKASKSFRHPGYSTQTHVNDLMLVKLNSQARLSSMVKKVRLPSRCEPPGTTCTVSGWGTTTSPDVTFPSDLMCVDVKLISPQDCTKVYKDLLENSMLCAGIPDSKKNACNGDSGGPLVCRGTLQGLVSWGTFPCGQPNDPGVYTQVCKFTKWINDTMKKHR
# Starred values were filed as active, the others as inactive; nt = not tested or not shown.
# The line under a structure holds: GAA850 FXN act	DAX1 inh-1	SMARCA2 activ	HGIII-sPLA2 inh	NPR2 activator	DAX1 inh-2	hcDAF12 agonist	hgDAF12 agonist	ssDAF12 agonist	GC-A act	proKLK7 act
C=C[C@@H]1c2ccccc2N(S(=O)(=O)c2ccc(C)cc2)[C@H](c2ccccc2)C1(C#N)C#N
 : 2.0	1.1	0	2	-5	-0.5	0.3	-2.0	-1.7	-4	0.8
Cc1sc2nc(COC(=O)CNC(=O)c3ccc(C(C)(C)C)cc3)[nH]c(=O)c2c1C
 : 5.2	0.4	-2	-1	-11	0.1	2.2	2.2	-0.8	-1	-1.0
CC(C)C(=O)Nc1ccc(NC(=O)c2cccc3c(Br)cccc23)cc1
 : 0.2	-0.3	-2	2	-1	0.6	-0.4	1.2	-0.9	-4	-0.6
CC1=C(C(=O)N(C)C)CC(CC(=O)NCCc2ccccn2)C(=O)N1CCCN1CCCC1=O (stereo not given)
 : -0.8	1.0	-2	0	7	0.6	-0.4	-0.5	-1.1	1	0.1
Brc1ccc(C2=CSC3=NCCN23)cc1
 : 1.2	1.2	-3	3	2	-0.5	3.5	5.0	-1.2	-4	-0.3
COc1ccc(OCC(=O)Nc2ccc3oc(-c4ccncc4)nc3c2)cc1
 : 0.6	1.7	0	6	-12	0.3	-0.2	1.0	-1.4	-15	0.5
Cc1ccc(C(=O)N2[C@@H]3CN(C)C(=O)[C@@]2(Cc2ccccc2)[C@H]2C(=O)N(C)C(=O)[C@@H]32)cc1
 : 0.0	0.8	2	6	0	-0.1	0.9	1.4	-1.1	0	0.0
CCOC(=O)c1sc(NC(=O)CSc2nc3ccccc3o2)c(C(=O)OCC)c1C
 : 1.6	0.3	-4	5	2	0.3	0.5	1.8	-1.2	-3	1.0
O=C(NCC(c1ccco1)N1CCN(c2ccc(F)cc2)CC1)C(=O)NC1CC1 (stereo not given)
 : 1.2	-0.6	-1	3	-4	-0.8	2.2	1.1	0.6	3	0.2
O=C(c1cccs1)N(Cc1ccc(F)cc1)C1CCS(=O)(=O)C1 (stereo not given)
 : 2.3	1.3	0	2	-4	1.0	0.0	0.3	-1.2	-8	-0.7
CSCCC(NS(=O)(=O)c1ccc(C)cc1)C(=O)N1CCN(S(=O)(=O)c2ccc(F)cc2)CC1 (stereo not given)
 : 2.4	-1.4	2	-15	-2	0.3	-0.1	-1.6	-1.4	3	0.5
COc1ccc(NC(=O)CCOc2cc(C)ccc2C)cc1S(=O)(=O)N1CCCCC1
 : 0.4	-1.4	-5	-44	5	-2.6	-3.3	-8.4	-1.5	-2	-0.3
COc1ccc(/C=N/NC(=O)CCNc2n[nH]c(=O)[nH]c2=O)c(OC)c1
 : -0.9	-0.4	0	-2	-4	-0.3	-1.9	0.7	-0.9	0	-0.1
COC(=O)Cn1c(=O)c2c(nc3n2CC(C)CN3Cc2ccccc2)n(C)c1=O (stereo not given)
 : 0.2	-0.2	0	7	-4	-0.6	-2.3	-0.5	-1.7	1	0.1
O=C(O)c1ccc([N+](=O)[O-])c(CS(=O)(=O)c2ccc(Cl)cc2)c1
 : 1.3	-1.8	-1	8	3	-0.2	-1.9	-1.2	-1.6	-1	1.0

# 4 entries from above, ordered by SMILES length, low to high:
# The line under a structure holds: GAA850 FXN act	DAX1 inh-1	SMARCA2 activ	HGIII-sPLA2 inh	NPR2 activator	DAX1 inh-2	hcDAF12 agonist	hgDAF12 agonist	ssDAF12 agonist	GC-A act	proKLK7 act
Brc1ccc(C2=CSC3=NCCN23)cc1
 : 1.2	1.2	-3	3	2	-0.5	3.5	5.0	-1.2	-4	-0.3
O=C(c1cccs1)N(Cc1ccc(F)cc1)C1CCS(=O)(=O)C1 (stereo not given)
 : 2.3	1.3	0	2	-4	1.0	0.0	0.3	-1.2	-8	-0.7
C=C[C@@H]1c2ccccc2N(S(=O)(=O)c2ccc(C)cc2)[C@H](c2ccccc2)C1(C#N)C#N
 : 2.0	1.1	0	2	-5	-0.5	0.3	-2.0	-1.7	-4	0.8
Cc1ccc(C(=O)N2[C@@H]3CN(C)C(=O)[C@@]2(Cc2ccccc2)[C@H]2C(=O)N(C)C(=O)[C@@H]32)cc1
 : 0.0	0.8	2	6	0	-0.1	0.9	1.4	-1.1	0	0.0

# Going on with the list:
# The line under a structure holds: GAA850 FXN act	DAX1 inh-1	SMARCA2 activ	HGIII-sPLA2 inh	NPR2 activator	DAX1 inh-2	hcDAF12 agonist	hgDAF12 agonist	ssDAF12 agonist	GC-A act	proKLK7 act
COCCNc1ccc([N+](=O)[O-])cc1C(=O)NC1CCCc2ccccc21 (stereo not given)
 : 0.3	1.7	-1	4	5	-0.9	1.3	-1.8	-0.9	18	-0.1
O=S(=O)(NCC(c1cccnc1)N1CCN(Cc2ccccc2)CC1)c1ccccc1 (stereo not given)
 : 0.4	-0.4	0	-4	1	-0.5	-1.4	0.8	-1.3	1	-0.2
CC(C)c1ccc(OCC(=O)NNC(=S)NC(=O)c2cccs2)c(Br)c1
 : 1.0	0.8	-1	2	6	-0.1	1.9	1.7	-0.6	-2	-0.1
C(=N\c1c(-c2ccccc2)nc2n1CCS2)/c1ccccc1
 : 1.4	-0.3	-2	-1	-4	0.4	-0.6	0.3	-0.8	14	0.1
CCN(CC)S(=O)(=O)c1ccc(NS(=O)(=O)CC23CCC(CC2=O)C3(C)C)cc1 (stereo not given)
 : 3.6	0.5	-2	-8	2	0.0	-3.5	-1.1	-0.6	2	-0.2
CCCCc1nc2cc(C(=O)N3CCCC(OCCC)C3)ccc2o1 (stereo not given)
 : 2.2	1.2	0	-33	2	0.1	2.5	9.7	0.0	2	0.4
NNC(=O)COc1ccc2oc3c(c2c1)CCCC3
 : -0.9	0.6	-1	-8	0	0.1	0.3	0.7	-0.4	-1	-0.5
COc1ccc(S(=O)(=O)N2CCc3ccccc32)cc1C(=O)NC1(C)CCS(=O)(=O)C1 (stereo not given)
 : 2.1	0.1	-1	3	2	0.5	-1.2	-0.5	-0.6	-5	0.0
Fc1ccc(-c2nc3c4ccccc4ccn3c2Cc2ccsc2)cc1
 : nt	nt	-1	-1	1	0.4	3.5	8.3	1.1*	0	-0.8
O=C(Nc1ccsc1C(=O)O)c1ccccc1Cl
 : 1.2	2.0	-1	-4	0	0.0	-1.4	0.3	-0.9	0	-0.1
Cc1ccccc1NC(=O)c1cccc(N2C(=O)C3CCCCC3C2=O)c1 (stereo not given)
 : -1.8	2.7	-4	9	11	-0.1	-1.5	3.7	0.3	4	0.1
CCOc1ccccc1N(CC(=O)NC1CCCC1)C(=O)CNC(=O)c1cccs1
 : 0.2	-0.7	-3	14	11	0.2	-2.0	0.9	-1.4	-4	0.7
CCC(CC)NC(=O)c1ccc(Cl)cc1
 : 0.1	-0.4	3	0	3	-0.2	0.2	-2.5	0.1	1	0.3
CCCN(CCC)S(=O)(=O)c1cc(Br)cc2c1N(C(=O)CC)CC2
 : 1.1	-1.0	0	-2	2	-1.9	-3.0	-1.8	-1.9	1	0.2
CCc1ccccc1NC(=O)CN(C)C(=O)CSc1nn(-c2ccc(F)cc2)c(=S)s1
 : 1.6	0.8	-1	2	-1	-0.1	-1.3	-0.1	-0.9	-9	0.2
CCOC(=O)C1CCCN(CC(=O)Nc2c(C(=O)OC)[nH]c3ccc(Br)cc23)C1 (stereo not given)
 : -3.0	-1.0	0	-39	-12	-0.3	-0.4	-1.8	-1.1	2	0.6
O=C(c1ccc(S(=O)(=O)c2ccc(F)cc2)c([N+](=O)[O-])c1)N1CCCCCC1
 : -3.2	-4.3	-5	-6	0	-2.8	-4.0	-7.2	-2.9	0	-0.2
CCN(CC)S(=O)(=O)c1cc(C(=O)Nc2cc(C)on2)ccc1Cl
 : 1.6	-0.6	-5	2	0	-0.5	-2.6	-3.6	-1.4	5	-0.4
CCOC(=O)/C(=C\c1ccc(Cl)cc1)c1nc2sc(C)c(C)c2c(=O)[nH]1
 : 7.5	0.4	-2	-32	-14	-0.8	0.1	-0.3	-1.5	-28	-6.0
C[C@H]1CN(S(=O)(=O)C(C)(C)C)[C@H](CCO)/C1=C\CCO
 : nt	nt	-5	0	-2	0.4	1.6	2.3	-1.1	4	-1.1
Cc1ccc(C(=O)N/N=C(\CC(C)C)c2ccccc2)cc1
 : 0.1	2.6	1	1	1	0.6	-0.6	8.2	-1.2	-2	0.1
COc1cccc(C2CC(c3ccc(C)cc3)Nc3nc(N)nn32)c1 (stereo not given)
 : -0.7	0.3	-4	10	-13	0.1	-2.1	-2.7	-1.8	0	0.2
COc1ccc(-n2cc(C#N)c(=O)n(Cc3ccc(F)cc3)c2=O)cc1
 : -2.5	-0.1	-4	-2	2	-0.5	-2.5	-1.9	-1.6	-2	1.1
O=C(NCc1ccccc1)c1ccc2nnsc2c1
 : nt	3.0	-2	-2	3	-0.2	-0.6	0.7	-1.0	4	-0.2
CCNC(=S)Nc1ccc(Cl)cc1
 : 1.7	0.0	-2	5	4	-0.6	-3.7	-0.2	-1.2	2	-0.5
COc1ccc(CNC(=O)CN2C(=O)NC(C)(c3ccc(C(C)(C)C)cc3)C2=O)cc1 (stereo not given)
 : 1.5	0.7	-3	-12	2	-0.1	-2.5	-0.9	-2.6	-3	0.6
CCOC(=O)c1ccc(NS(=O)(=O)c2cc3c4c(c2)CCN4C(=O)CC3)cc1
 : 0.0	-1.1	-6	-2	-1	1.8	-1.2	2.2	-1.0	-4	-0.2
C=CCOc1c(CNC2CCCC2)cc(Cl)cc1OC
 : -5.7	3.9	1	11	-15	-0.1	2.1	0.1	-0.7	-25	0.3
CCN(Cc1ccccc1)S(=O)(=O)c1cn(C)cn1
 : -1.8	0.6	1	3	-5	-0.2	-0.2	13*	-1.0	7	0.1
Cc1nonc1NC(=O)c1ccc(Cl)c(S(=O)(=O)N2CCCCC2)c1
 : 1.7	-0.4	-2	-11	4	-0.8	-2.1	-2.6	-1.3	-3	0.8
COC(=O)COc1ccccc1C(=O)Nc1ccc(OC)cc1
 : -1.4	-1.1	1	3	0	-0.7	-3.1	-2.5	-2.0	-1	-0.5
CO/N=C/c1cc([N+](=O)[O-])ccc1Sc1ccc(C)cc1
 : 0.6	1.4	-1	6	-2	-0.3	1.0	-1.1	-1.8	-10	0.4
O=C(c1cn(Cc2ccccc2)nc1-c1cccnc1)N1CCN(Cc2c(F)cccc2Cl)CC1
 : -1.1	1.5	-2	8	-1	-0.8	-0.3	3.7	-1.4	1	-0.5
O=C1NC[C@H](CCCCN2CCN(CCc3ccccc3)C(=O)C2=O)N(Cc2ccccc2)C1=O
 : nt	nt	-2	6	-2	-0.1	-0.8	0.1	-0.9	0	0.3
CC1Cc2ccccc2N1C(=O)COc1cccc(-n2cnnn2)c1 (stereo not given)
 : 0.5	-0.9	-4	-4	5	-0.4	0.2	-3.6	-1.2	4	0.0
CC(C)C(c1nnnn1Cc1cccs1)N1CCN(C(=O)c2ccco2)CC1 (stereo not given)
 : 1.9	1.3	0	-1	0	2.5	-1.5	0.2	-1.5	-1	0.5
O=C1C(c2ccc(F)cc2)N(C2CCCCC2)C(=O)CN1C1CCCC1 (stereo not given)
 : 1.4	0.1	-3	0	-11	0.4	-2.2	-1.3	-1.6	-16	0.4
CC(C)C[C@H](NC(=O)NCc1ccc(Cl)cc1)C(=O)O
 : 1.3	0.1	3	4	0	0.3	0.2	-0.6	-1.0	-5	-0.2
